# High-throughput results as filed in PubChem BioAssay.
# D2 ag: D2 dopamine receptor (human) agonism. P14416. HEK293 T-REx D2 cells, calcium flux agonist mode. activation, % at 2 µM. 340,000 compounds, 0.53% hits;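 active = activation over 3 SD above normal in the single-dose calcium agonist read, cut at about 30% in these data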; note: 0% is about no effect
# Target sequence (P14416 whole entry, looked up): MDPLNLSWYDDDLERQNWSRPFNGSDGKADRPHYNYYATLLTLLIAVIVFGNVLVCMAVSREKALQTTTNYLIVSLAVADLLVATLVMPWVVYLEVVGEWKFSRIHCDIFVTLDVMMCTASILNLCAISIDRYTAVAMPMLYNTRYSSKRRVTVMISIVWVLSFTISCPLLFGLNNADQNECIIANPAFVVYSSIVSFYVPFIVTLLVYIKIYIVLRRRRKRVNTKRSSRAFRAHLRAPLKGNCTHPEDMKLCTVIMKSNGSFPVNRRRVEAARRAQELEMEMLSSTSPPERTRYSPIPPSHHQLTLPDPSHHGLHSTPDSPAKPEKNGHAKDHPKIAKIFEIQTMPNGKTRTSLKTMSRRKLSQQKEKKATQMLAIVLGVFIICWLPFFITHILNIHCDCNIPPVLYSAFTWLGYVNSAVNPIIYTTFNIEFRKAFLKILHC
#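 Agonism scored from kinetic calcium signal (1 read/sec, 180 s) following compound pin transfer, after a 10 s baseline. Cells: HEK293 Trex line expressing inducible D2 receptor coupled to calcium, dye-loaded after overnight culture at 30 C.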
# LDHA inh: inhibitors of human lactate dehydrogenase A | P00338 | purified LDHA, NADH/diaphorase-resazurin fluorescence; active compounds read low | activity change, % (values are at about 110 or 230 µM) | 480,000 compounds, 0.15% hits | AID 1347041; in the data active = activity change below about -30%; inconclusive = mostly about -25% to -30%;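 note: plate controls were DMSO wells for no effect and wells without enzyme for full effect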
#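 Human LDH5 (2 nM) was incubated with 0.06 mM NADH and 0.2 mM pyruvate for 5 min at room temperature in Tris pH 7.4. Remaining NADH was coupled through diaphorase/resazurin, and resorufin fluorescence was read at 0 and 20 min.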
# ALOX12 inh: ALOX12 (human) lipoxygenase inhibition | 580,000 compounds, 1.1% hits | purified 12hLO, xylenol orange hydroperoxide absorbance | P18054 | Potency, µM (series often up to 108 µM), without a hit: top-dose activity change, negative = inhibition, most hits filed as inhibitors; note: potency is the fitted concentration of half-maximal effect; % is set by controls: 0 for no effect and ±100 for the full control effect
# Target sequence (P18054 whole entry, looked up): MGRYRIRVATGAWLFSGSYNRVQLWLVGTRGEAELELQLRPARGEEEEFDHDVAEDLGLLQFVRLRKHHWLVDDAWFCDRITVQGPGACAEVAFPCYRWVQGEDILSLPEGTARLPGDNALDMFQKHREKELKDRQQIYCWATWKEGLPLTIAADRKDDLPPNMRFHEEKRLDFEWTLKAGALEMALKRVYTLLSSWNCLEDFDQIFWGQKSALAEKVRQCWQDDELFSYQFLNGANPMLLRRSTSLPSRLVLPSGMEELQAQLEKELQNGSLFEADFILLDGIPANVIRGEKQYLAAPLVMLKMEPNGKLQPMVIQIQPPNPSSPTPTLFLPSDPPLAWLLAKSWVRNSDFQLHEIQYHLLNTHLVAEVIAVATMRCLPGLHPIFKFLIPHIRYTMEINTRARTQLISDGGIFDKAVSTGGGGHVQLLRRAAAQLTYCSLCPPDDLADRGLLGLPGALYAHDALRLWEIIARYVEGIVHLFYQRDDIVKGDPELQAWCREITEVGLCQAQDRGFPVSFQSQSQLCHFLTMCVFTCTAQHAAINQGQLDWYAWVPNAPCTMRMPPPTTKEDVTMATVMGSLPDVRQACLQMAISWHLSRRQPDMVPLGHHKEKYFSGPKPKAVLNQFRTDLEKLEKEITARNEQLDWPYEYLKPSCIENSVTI
#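 Hydroperoxide product was detected by ferrous iron/xylenol orange as the 573 to 405 nm absorbance ratio. Arachidonic acid at 40 uM (final) was turned over for 30 min at room temperature by 150 nM human 12hLO, pH 7.0 Hepes buffer, after 15 min compound preincubation.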
# Glioma ERSR ind: induces the endoplasmic reticulum stress response in human glioma cells | 420,000 compounds, 0.02% hits | Potency, µM, without a hit: at the top dose activation, usual class: activators | U87-MG GRP78 promoter luciferase reporter, 16 h | AID 602332; note: potency is the fitted concentration of half-maximal effect; series mostly up to about 76 µM; % of control where 0% means no effect; nearly all actives have a fitted effect of over 35% in size
#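 Stably transfected U87-MG human glioma cells carrying a GRP78-based luminescent sensor were seeded at 1000 cells/well, pin-dosed with compounds and incubated 16 h. Luciferase reagent was then added, and end-point luminescence was read after 10 min at room temperature.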
# RGS4 inhibitor: blocks human RGS4-accelerated GTP hydrolysis. P49798. Transcreener GDP fluorescence polarization, RGS4-accelerated GTP hydrolysis. Potency, µM (doses to about 114 µM), for the others: at the highest dose activity change, negative = inhibition, hits mostly inhibitors. 390,000 compounds, 0.039% hits. AID 504845; note: potency is the fitted concentration of half-maximal effect; % is set by controls: 0 for no effect and ±100 for the full control effect; nearly all actives have a fitted effect of over 75% in size; some results filed as inactive show a strong effect at the top dose
#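 MLSMR compounds (23 nl, pin-transferred) preincubated 10 min at room temperature with a 500nM (2x) first reagent, then RGS4 at 900nM (2x) plus Transcreener GDP mix added; fluorescence polarization (620/688 nm) read before and after 90 min at 30 °C.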
# D2 antagonist: antagonists of human D2 dopamine receptor; P14416; HEK293 TREx D2 cells, calcium flux, dopamine EC80; inhibition, % at 10 µM; 340,000 compounds, 2% hits; AID 485344; in the data active = inhibition above about 30%; note: 0% is about no effect
#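 Calcium flux kinetic readout in an inducible HEK293 TREx D2 line plated overnight at 30 C. After 180 s compound exposure, an EC80 dopamine challenge follows with another 180 s kinetic read to detect antagonism.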
# Vif-A3F inh: inhibitors of Vif-A3F interaction; HeLa A3F-eYFP + Vif (tagged APOBEC3F with the HIV-1 protein that degrades it), YFP fluorescence increase; Potency, µM (titrated, usually from 46.1 µM), without a hit: at the top dose activity, negative = active; 390,000 compounds, 0.2% hits; note: potency is the fitted concentration of half-maximal effect; % of control where 0% means no effect; nearly all actives have a fitted effect of over 65% in size
#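 HeLa cells stably expressing A3F-eYFP plus Vif, plated and incubated overnight at 37 deg C, then exposed to compounds overnight at 37 deg C. Blocked degradation read as raised yellow fluorescence (Ex 488/Em 500-530).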
# Vif-APOBEC3G blk: inhibitors of Vif-APOBEC3G interaction. HeLa A3G-eYFP + Vif (tagged APOBEC3G with the HIV-1 protein that degrades it), YFP fluorescence, overnight. 410,000 compounds, 0.076% hits. AID 602310. Q9HC16. Potency, µM (series often up to 46.1 µM), inactives show top-dose activity, negative = active, usual class: inhibitors;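 note: potency is the fitted concentration of half-maximal effect; % is set by controls: 0 for no effect and ±100 for the full control effect; nearly all actives have a fitted effect of over 60% in size; hits raise eYFP signal because A3G escapes Vif-driven loss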
#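 HeLa cells stably expressing Vif and C-terminally eYFP-tagged A3G, seeded overnight at 37 deg C, then exposed to compound by pintool overnight at 37 deg C. Rise in yellow fluorescence (Ex 488/Em 500-530, Acumen) marks blocked Vif-driven A3G degradation.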
# ERG-DNA inh: inhibitors of human ERG Ets domain-DNA interaction | fluorescence polarization, His-ERG Ets domain / labelled DNA | 370,000 compounds, 0.028% hits | Potency, µM (titrated, usually from 76.9 µM), for the others: at the highest dose FP activity, negative = inhibition, actives largely listed as inhibitors | P11308 | AID 624246; active = well fitted inhibition curve with a large enough effect in the polarisation, with a control signal flat; inconclusive = small, poorly fitted or top-dose-only effect, or effect the other way, or a change in a side signal; inactive = no such curve, though single readings can be large or run the other way; the % refers to the polarisation;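 note: polarization taken with two DNA probes labelled with fluorescein and Texas red; potency is the fitted concentration of half-maximal effect; % of control where 0% means no effect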
#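 His-tagged ERG Ets domain (1 uM in the protein solution; 300mM KCl, 50mM Tris-HCl, 1mM EDTA, 1mM DTT, pH 7.5) received compound, then a probe mix of 5 nM fluorescein-DNA and 100nM Texas-615-DNA. Fluorescence polarization was read for both dyes.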
# An asterisk follows results filed as active; ? = inconclusive; · = no result given; & = joins results of further samples; [ ] = dose if it differs, or a comment. Unless noted, calls come from the whole dose curve; as a rule, active = well fitted curve in the direction sought with a large enough effect; inconclusive = small, poorly fitted or top-dose-only effect, or another doubt; inactive = no such curve, though single readings can be large; an effect the other way counts as inactive or inconclusive. Only part of the results is shown (hit frequency here may not be typical).
SMILES,D2 ag,LDHA inh,ALOX12 inh,Glioma ERSR ind,RGS4 inhibitor,D2 antagonist,Vif-A3F inh,Vif-APOBEC3G blk,ERG-DNA inh
CC(C)CCn1c(=O)c2ccccc2n2c(CN3CCCC3)nnc12,0.3,-4,4%,-3%,14%,-14,10%,-11%,11%
C#Cc1cccc(Nc2nc(NCc3ccccc3)nc3ccsc23)c1,·,-8,?,7%,·,·,·,-11%,·
CCOc1cc(/C=N\O)cc(Cl)c1OCC,-0.5,1,0%,-1%,26%,14,·,-1%,2%
Cc1nnc(SCC(=O)NC2CCS(=O)(=O)C2)n1-c1ccccc1 (centres undefined),-0.5,-2,-15%,-4%,-32%,3,-1%,2%,1%
CCCCC1=CC2=CC(=O)C(C)(OC(=O)CC)C(=O)C2=CN1CCCOC(C)C (centres undefined),·,-3,-12%,-3%,-11%,·,-6%,-5%,-5%
NC(=O)C1CCN(c2nc(-c3ccc4c(c3)OCCO4)cs2)CC1,·,3,?,-4%,7%,·,0%,0%,·
C=CCC1(O)C(=O)N2C(=C1C(=O)N1CCOCC1)c1ccccc1CC2(C)C (centres undefined),0.6,-8,0%,-2%,5%,45*,2%,2%,1%
NC(N)=NC1=NC(=O)/C(=C/c2ccccc2-n2cccn2)S1,1.8,-7,2%,-3%,23%,-13,13%,-5%,1%
Cc1ccc(C(=O)CN(C(=O)c2ccc(Cl)c(Cl)c2)N2C(=O)C3CCCCC3C2=O)cc1 (centres undefined),0.2,0,2%,-2%,-11%,-5,-13%,1%,-7%
CCOCCCNC(=O)c1cc(Nc2ccc(OC)cc2OC)nc2ccccc12,-0.9,-3,-42%,-1%,-3%,-13,-20%,-1%,-7%
COc1cccc(-c2nc(CN3CCN(C(=O)c4ccco4)CC3)c(C)o2)c1OC,·,-15,1%,0%,·,·,0%,-5%,·
Cc1ccc(NC(=O)Cn2nc(C)c([N+](=O)[O-])c2C)cc1C,-0.6,-7,6%,-4%,-3%,-5,8%,-5%,-1%
Cc1cc(O)cc(=O)n1CCc1ccccc1,-0.6,1,-2%,-2%,-2%,-1,?,3%,2%
CC(C)NC(=O)COC(=O)c1ccccc1Oc1ccccc1,-1.3,-2,0%,4%,-11%,-9,-1%,-2%,-11%
CCOC(=O)c1sc(/N=C/C2=C(O)CC(C)(C)CC2=O)c(C(=O)OCC)c1C,-1.2,1,0%,2%,-9%,-6,8%,4%,4%
O=C(NC1CCCCC1)C(c1cccnc1)N(C(=O)CCl)c1cccc(Cl)c1 (centres undefined),1.6,-4,?,-14%,-9%,-2,-5%,-27%,·
CC(NC(=O)NC(=O)c1ccc(Cl)cc1)c1ccccc1 (centres undefined),-0.8,-3,0%,3%,24%,-25,-8%,3%,-12%
CCOC(=O)C1CCN(Cc2cc(C(C)C)c(O)c(C(C)C)c2)CC1,22,-12,-2%,?,22%,45*,-4%,3%,9%
CC1CC(=O)c2cnc(Nc3cccc(C(F)(F)F)c3)nc2C1 (centres undefined),-2.4,-9,-9%,-1%,-15%,1,-3%,-2%,1%
O=C(Nc1ncccc1O)c1cccc(S(=O)(=O)N2CCCC2)c1,0.3,2,-1%,-2%,-1%,-9,1%,-1%,-4%
COc1ccccc1NC(=O)Nc1ccc2c(c1)nc(C)n2C,-0.2,-7,0%,-11%,-7%,-2,-12%,-1%,-1%
O=C(NCc1ccccn1)c1ccc([N+](=O)[O-])cc1,3.0,-6,2%,0%,6%,7,4%,-5%,-7%
COc1cccc(-c2cnc(C(O)c3cc(F)cc(Cl)c3)[nH]2)c1 (centres undefined),·,-9,-7%,0%,·,·,·,-4%,·
Cc1ccc[n+](CC(=O)Nc2cccc([N+](=O)[O-])c2)c1,-0.8,-3,-8%,-3%,23%,32*,0%,0%,3%
O=C(COC(=O)Cc1ccc(S(=O)(=O)N2CCOCC2)s1)Nc1ccc2c(c1)OCO2,0.2,-10,?,-4%,7%,8,0%,-5%,8%
CCn1cnc2c1c(=O)n(CC(=O)OC(C)C(N)=O)c(=O)n2Cc1ccccc1 (centres undefined),0.2,-4&-6,?,0%,4%,-1,4%,0%,3%
N=C1/C(=C\c2ccc(-c3cccc(C(=O)O)c3)o2)C(=O)N=C2SC=C(c3ccccc3)N12,4.8,-2,40µM*,0%,15%[11.4 µM],-10,-13%,-14%,-6%
COc1ccc(Cl)c(-c2cc(C(=O)Nc3ccccc3)[nH]n2)c1,·,-8,-27%,-2%,·,·,·,-5%,·
Cn1c(=O)n(C)c2cc(N3CCOCC3)c(NS(=O)(=O)c3ccc(F)cc3)cc21,-1.2,13,-11%,-3%,-3%,·,0%,-3%,-2%
Cc1cccc(/C=N/NC(=O)Cn2nccc2C)n1,0.3,-7,2%,-6%,-8%,-4,-14%,2%,7%
Cc1ccccc1C(=O)Nc1nnc(S(=O)(=O)N(C)Cc2ccco2)s1,1.1,-2,0%,-2%,-26%,-11,-5%,-2%,5%
COc1ccc(C2NC(c3ccc(OC)cc3)C(C)C(=O)C2C)cc1 (centres undefined),1.4,-8,12%,-3%,4%,-13,0%,0%,-13%
Cc1ccccc1NC(=O)NC(C)(C)CC(C)(C)C,-0.1,0,-3%,-5%,-12%,1,0%,3%,-12%
N#Cc1ccccc1NC(=O)c1ccc2c(Cl)c3c(nc2c1)CCCC3,0.6,-1,12%,3%,15%,-13,-13%,0%,-8%
COc1cccc2sc(NC(=O)c3ccc(Br)s3)nc12,0.7,-5,0%,2%,-34%,-1,1%,-11%,-9%
O=C(Nc1ccc(F)cc1)c1cccnc1Oc1ccccc1,0.0,-6,0%,0%,-6%,0,-2%,0%,-7%
O=C(NCc1cccs1)C1CCCN(S(=O)(=O)c2cccs2)C1 (centres undefined),-0.3,-5,15%,-3%,6%,14,-1%,-4%,-3%
O=C(NCc1ccc2c(c1)OCO2)c1c(-c2ccccc2)sc2ccccc12,·,-2,-3%,9%,-12%,·,1%,-6%,-5%
COc1ccccc1-c1coc2c(CN3CCN(C)CC3)c(O)ccc2c1=O,-0.5,-7,?,-2%,7%,-20,-2%,1%,5%
O=C(O)CSC1=NC(=Nc2cccc(Cl)c2)C2(CCCCC2)N1c1ccccc1,0.2,-8,?,-2%,10%,11,-1%,2%,2%
COc1cccc(OC)c1C(=O)NNC(=O)c1cccnc1,0.1,-11,-5%,-3%,15%,24,-6%,1%,-1%
O=C(O)CCC(=O)c1ccc2c(c1)OCCCO2,-0.3,-13,2%,-1%,-10%,4,-3%,0%,-2%
Cc1nc2ccccc2c2oc(C(=O)NCC3CCCO3)cc12 (centres undefined),-1.3,-7,-2%,0%,-18%,1,-9%,2%,2%
CN(C)C(=O)COC(=O)c1cccc(CN2C(=O)c3ccccc3C2=O)c1,0.5,-8,-6%,-2%,?,-18,1%,-1%,-7%
O=C(CN1CCN(S(=O)(=O)c2ccccc2Cl)CC1)NCC1(N2CCOCC2)CCCCC1,0.4,-7,-30%,-1%,15%,8,9%,-1%,12%
CCC1CN(C(=O)N2CCC(C(=O)NCc3cc(OC)c(OC)c(OC)c3)CC2)c2ccccc2O1 (centres undefined),0.3&-0.9,-1&16&0,18%&20%&-22%,-2%&3%,-13%[11.4 µM],2,0%&-6%,0%&-1%,-1%&4%
COc1ccccc1N(C)S(=O)(=O)c1ccc(C(=O)NC(C)(C)C)cc1,0.4,-4,0%,-2%,-5%,3,-7%,2%,-10%
CCOC(=O)CSc1nnc([C@@H](NC(=O)OC(C)(C)C)C(C)C)o1,0.1,-4,0%,-1%,-45%,-11,2%,-1%,2%
CN(CC(=O)Nc1ccc(N2CCOCC2)cc1)CC(=O)Nc1ccc(N2CCOCC2)cc1,-0.4,0,-3%,-4%,23%,-5,1%,2%,0%
CC1(C)CC(=O)C(N=Nc2ccc(S(=O)(=O)N3CCOCC3)cc2)=C(O)C1,0.2,1,?,-3%,-18%,-2,-20%,0%,10%
CCOc1cc(CNc2ccc3[nH]c(=O)[nH]c3c2)ccc1OCC(=O)NC(C)(C)C,0.2,3,28%,-7%,?,8,-21%,0%,5%
COc1cc(S(=O)(=O)N2CCN3CCCC3C2)ccc1-n1cnnn1 (centres undefined),0.2,4,1%,-4%,-12%,0,-10%,3%,·
O=S(=O)(c1ccc(N2CC=C(c3ccccc3)CC2)nc1)N1CCCC1,3.6,6,-37%,-2%,-41%,5,4%,-7%,0%
COc1ccccc1Nc1nc(-c2c(C)[nH]c3ccccc23)cs1,2.1,3,?,4%,-28%,11,?,-1%,21%
O=C(CNCc1ccco1)Nc1cccc(S(=O)(=O)N2CCCCC2)c1,-0.3,-22,?,-2%,32%,-4,10%,-3%,-4%
CS(=O)c1ccccc1COC(=O)Nc1cccc(Cl)c1 (centres undefined),·,2,9%,4%,-3%,·,3%,0%,·
CC(C)(C)C(=O)Nc1ccc(-c2nc3ccccc3s2)cc1,0.1,-9,1%,-11%,9%,·,-1%,-1%,8%
CCOc1cc(C2C(C(=O)c3ccccc3)=C(C(=O)OC)Nc3nnnn32)ccc1O (centres undefined),0.0,-3,6%,1%,-2%,-13,4%,-7%,-3%
O=C(Oc1c(CN2CCOCC2)cc(Cl)c2cccnc12)c1ccc(F)cc1,-0.5,37,10%,1%,?,2,3%,3%,2%
